aSyn tox rescue: alpha-synuclein toxicity suppression in yeast; S. cerevisiae alpha-synuclein toxicity rescue, BacTiter-Glo growth, 24 h; Potency, µM (top dose mostly 46.1 µM), for inactives: at the top dose growth rescue (activation), usual class: activators; actives 0.02% (n = 94,000); AID 1347070; active means well fitted activation curve with a large enough effect; inconclusive means small, poorly fitted or top-dose-only effect; further: 0% is about no effect
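Growth restoration measured by BacTiter-Glo luminescence after 24 hr at 30 deg C; alpha-synuclein yeast, raffinose-pregrown to mid-log, were added at OD600=0.02 in galactose medium onto pinned compounds.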
The depositor's hits bear a star; ? = inconclusive. Potency means the concentration at half of the fitted maximal effect.

item	Molecule	aSyn tox rescue
1	COc1cc(C(=O)NC(C(=O)Nc2cccc(C(C)=O)c2)C(C)C)cc(OC)c1OC (stereo not given)	-1%
2	N#Cc1ccccc1S(=O)(=O)N1CCN(C(=O)c2ccc(-n3cncn3)c([N+](=O)[O-])c2)CC1	-23%
3	O=C(CSc1nnc(-c2ccc3c(c2)OCO3)o1)Oc1ccccc1	-10%
4	Cc1sc2ncn(CC(=O)NCC(=O)N3CCN(c4ccc(F)cc4)CC3)c(=O)c2c1C	5%
5	CCN(CC)CCNC(=O)C(=O)NCC(c1cccnc1)N1CCN(c2ccc(F)cc2)CC1 (stereo not given)	5%
6	O=C(c1ccncc1)N1N=C(C2CCCCC2)CC1(O)C(F)(F)F (stereo not given)	2%
7	Cc1cccc(C(=O)Nc2c(-c3ccc(F)cc3)nc3ccccn23)c1	1%
8	Cc1cc(C)c2oc(C(=O)Nc3c(C(=O)Nc4ccccc4)oc4ccccc34)cc(=O)c2c1	-2%
9	O=C(Cn1cnc2nc3c(cc2c1=O)CCCC3)N1CCN(c2ccccc2)CC1	10%
10	O=C(NC1CCCCC1)c1ccc2c(c1)N(Cc1cccc(F)c1)C(=O)c1ccccc1S2	-3%
11	COC(=O)c1c(NC(=O)c2ccc(C(=O)c3ccccc3)cc2)sc2c1CC(C)(C)NC2(C)C	17%
12	Cc1ccc(Cl)cc1N1CCN(C(=O)c2cc(S(=O)(=O)N3CCCC3)c[nH]2)CC1	1%
13	Cc1ccc(S(=O)(=O)Nc2ccc3c(c2)nc(CCN2CCCCC2)n3C)cc1	5%
14	Cc1cccc(Cl)c1NNC(=O)Nc1c([N+](=O)[O-])c(C)nn1C	5%
15	Oc1ccc(-c2csc(-c3cccnc3)n2)c(O)c1	-3%
16	Cc1cccc2cc(C3CC(c4cccs4)=NN3C(=O)CCC(=O)O)c(Cl)nc12 (stereo not given)	12%
17	CC(=O)C1=C(OC(=O)C(C)C)c2ccccc2S(=O)(=O)N1Cc1ccccc1	?
18	Cn1c(=O)c2c(nc(NCc3ccccc3)n2Cc2ccccc2)n(C)c1=O	7%
19	COc1ccc(/C=N/NC(=O)c2cc[n+]([O-])cc2)cc1O	-13%
20	C[C@H](CO)N1C[C@H](C)[C@H](CN(C)S(=O)(=O)c2cccs2)OCc2cnnn2CCCC1=O	6%
21	CSc1ccc(CCNC(=O)C2CCN(c3nc4ccccc4nc3C(F)(F)F)CC2)cc1	-7%
22	CC(=O)c1c(C)oc2c(Cl)cc(NS(=O)(=O)c3cc(C)c(C)cc3C)cc12	-18%
23	O=C(Nc1ccc(Br)cc1)c1ccc(Br)c(S(=O)(=O)NCc2ccccc2)c1	23%
24	CCOc1ccc(NC(=O)NCCN2CCN(c3ccccc3F)CC2)cc1	3%
25	COCCN1C(=O)c2oc3ccc(C)cc3c(=O)c2C12C(=O)N(C)c1ccccc12 (stereo not given)	3%
26	Cn1c(=O)c2sccc2n2c(CCCC(=O)NCCc3ccc(S(N)(=O)=O)cc3)nnc12	-3%
27	Cc1c(Cl)cccc1NC(=O)CSc1sc2c(O)cc(=O)[nH]c2c1C#N	-2%
28	Cc1nc2sc(C(c3cccs3)N3CCN(c4ccccc4)CC3)c(O)n2n1 (stereo not given)	-9%
29	COc1cc(NC(=O)CSc2nc3ccccc3nc2Cc2ccc(Cl)cc2)cc(OC)c1	-6%
30	O/N=C/C1=C(Cl)c2ccccc2CC1	7%

Four of the compounds above, field by field:
(6) O=C(c1ccncc1)N1N=C(C2CCCCC2)CC1(O)C(F)(F)F (stereo not given)
  aSyn tox rescue = 2%

(7) Cc1cccc(C(=O)Nc2c(-c3ccc(F)cc3)nc3ccccn23)c1
  aSyn tox rescue = 1%

(8) Cc1cc(C)c2oc(C(=O)Nc3c(C(=O)Nc4ccccc4)oc4ccccc34)cc(=O)c2c1
  aSyn tox rescue = -2%

(9) O=C(Cn1cnc2nc3c(cc2c1=O)CCCC3)N1CCN(c2ccccc2)CC1
  aSyn tox rescue = 10%

Remaining list, next part:
item	Molecule	aSyn tox rescue
31	Cc1cccc(NS(=O)(=O)c2cccc(C(=O)N3CC(C)OC(C)C3)c2)c1 (stereo not given)	-2%
32	COc1ccc(-c2nc(Cn3c(=O)cc(-c4ccccc4)c4c(C)nn(C)c43)c(C)o2)cc1OC	-15%
33	COc1cc(CNc2nc3ccccc3n2Cc2ccccc2)ccc1O	-4%
34	COc1ccc(C(=O)Nc2nc3n(n2)C(c2ccccc2)C=C(c2ccccc2)N3)cc1 (stereo not given)	4%
35	CCN1CCN(C(=O)CSc2nc3c(c(=O)n(C)c(=O)n3C)n2C)CC1	5%
36	Cc1nc2cccnc2n1-c1cccc(C(=O)N2CCN(c3ccc(Cl)cc3)CC2)c1	?
37	Cc1c(C)n2c(SCC(=O)NC3CCCCC3)nnc2[nH]c1=O	1%
38	COc1ccc(NC(=O)c2oc3ccccc3c2NC(=O)C23CC4CC(CC(C4)C2)C3)cc1	-4%
39	COCCNS(=O)(=O)c1ccc(C)c(C)c1C	-12%
40	COc1ccc(CNC(=O)c2ccc(NC(=O)N3CCSc4ncccc43)cc2)cc1OC	2%
41	CCCOc1ccc(NC(=O)CC2C(=O)N(c3cccc(C)c3)C(=O)N2CCc2ccncc2)cc1 (stereo not given)	-4%
42	O=C(COC(=O)c1ccc2c(c1)OCCO2)Nc1ccccc1C(F)(F)F	5%
43	Cc1ccc(S(=O)(=O)N2CCCCC2)cc1NC(=O)COC(=O)Cc1cccc2ccccc12	6%
44	O=C(CSc1nc2[nH]ncc2c(=O)[nH]1)Nc1cc(C(F)(F)F)ccc1Cl	9%
45	CCCCNC(=O)C1CCCN1S(=O)(=O)c1cccc2nsnc12 (stereo not given)	-15%
46	CSCCC(NC(=O)c1ccco1)C(=O)N1CCC(C(N)=O)CC1 (stereo not given)	0%
47	CC1(C)CC(=O)c2cc(-c3nc(-c4ccc(Cl)cc4)cs3)c(=O)[nH]c2C1	-11%
48	COc1cccc(-c2nc(CS(=O)(=O)CC(=O)NCCc3ccc(Cl)cc3)c(C)o2)c1	5%
49	CCOC(=O)c1c(S(=O)(=O)N2CCCC(C(=O)NCc3ccc(F)cc3)C2)c(C)n(CC)c1C (stereo not given)	-6%
50	CC(C)(C)CC(C)(C)N=C1NS(=O)(=O)c2cc([N+](=O)[O-])ccc21	-7%
51	CCC(=O)N1CCc2cc(Br)cc(S(=O)(=O)N3CCN(c4cccc(Cl)c4)CC3)c21	-1%
52	CCOC(=O)c1ccc(CSc2nnc3cc(C)c4ccccc4n23)cc1	3%
53	COc1ccc(C2NS(=O)(=O)N=C2N)cc1 (stereo not given)	3%
54	Cc1cc(NC(=O)COc2ccccc2)cc(-c2nc3ccccc3o2)c1O	-8%
55	Cc1ccc(OCC(=O)NCCNC(=O)c2ccco2)cc1	-11%
56	Cc1c(CNC(C)CCc2ccccc2)c(C(=O)O)c(C)n1Cc1ccc(F)cc1 (stereo not given)	9%
57	N#Cc1ccc(/C=N/NC(=S)Nc2ccc(S(=O)(=O)N3CCOCC3)cc2)cc1	-14%
58	CCOC(=O)N1CCN(C(=O)CS(=O)(=O)c2cn(Cc3ccccc3Cl)c3ccccc23)CC1	-4%
59	Cc1ccc(S(=O)(=O)/N=C(/Nc2c(C)n(C)n(-c3ccccc3)c2=O)c2ccccc2)cc1	3%
60	CCc1ccc(CNC(=O)c2cccc(-n3cnc4cccnc43)c2C)cc1	15%
61	CCOc1ccc(S(=O)(=O)NCCc2csc3nc(-c4ccc(OC)c(OC)c4)nn23)cc1	9%
62	COc1ccccc1CNC(=O)COC(=O)Cc1ccc(F)cc1	-4%
63	Cc1ccc(NC(=O)C2CCN(c3nc4ccccc4[nH]3)CC2)c(C)c1	-4%
64	CCOc1ccccc1NC(=O)C1CCN(c2nc(-c3ccc(OC)cc3)no2)CC1	4%
65	COc1ccc(NC(C)=O)cc1S(=O)(=O)N1CCc2ccccc21	-3%
66	Cc1ccc(C)c(-n2nnc(C(=O)Nc3ccc(Br)cc3)c2C)c1	-22%
67	CN(C)S(=O)(=O)c1ccc2c(c1)N(CC(=O)N1CCN(c3ccc(F)cc3)CC1)CCS2	3%
68	O=C(CC1C(=O)OCCN1Cc1ccccc1)Nc1ccc(F)cc1 (stereo not given)	-11%
69	CCc1ccc(NC(=O)c2ccc(-c3ccccc3)s2)cc1	-1%
70	COc1ccc(Cc2nnc(SCC(=O)Nc3ccc(C)c(Cl)c3)[nH]c2=O)cc1	-9%
71	CSc1cccc(NC(=O)c2cc3c(COC(C)=O)cnc(C)c3oc2=O)c1	-4%
72	O=c1cc(-c2ccc(O)c(O)c2)oc2ccc3ccccc3c12	-1%
73	CC(C)CCNC(=O)c1ccc2c(c1)N(C)C(=O)c1ccccc1S2	1%
74	O=C/C=C/c1c(-c2ccccc2)cc2oc3ccccc3cc1-2	5%
75	COc1ccc(NC(=O)CSc2nc3ccccc3n2Cc2cccc(OC)c2)cc1	9%
76	CC(C)Cc1nc2ccc(N)cc2[nH]1	-7%
77	C[C@@H]1CN([C@@H](C)CO)C(=O)c2cc(C3=CCCCC3)cnc2O[C@H]1CN(C)C(=O)Nc1cccc(F)c1	9%
78	CC(=O)c1sc(NC(=O)Cc2c(F)cccc2Cl)nc1C	-5%
79	COc1ccccc1N1CCN(S(=O)(=O)CCNC(=O)CCCc2ccccc2)CC1	14%
80	Cc1ccc(C(=O)NCCc2nc3ccccc3[nH]2)cc1[N+](=O)[O-]	-7%
81	COC(=O)C[C@@H]1C[C@@H]2c3cc(NC(=O)NC4CCCCC4)ccc3O[C@@H]2[C@H](CO)O1	-10%
82	CCOC(=O)C1CCN(S(=O)(=O)c2c[nH]c(=O)[nH]c2=O)CC1	-14%
83	COc1ccc(-n2ccn(Cc3ccccc3C)c(=O)c2=O)cc1	-7%
84	Cc1ccc(CSc2cn(CCNC(=O)c3cccs3)c3ccccc23)cc1	0%
85	CC(=O)Nc1sc(C)c(C)c1C(=O)OCC(=O)N(CC(C)C)c1c(N)n(Cc2ccccc2)c(=O)[nH]c1=O	1%
86	CC(=O)c1ccc(NC(=O)CSc2nnc(Cn3c(=O)sc4ccccc43)n2C)cc1	-3%
87	COc1cccc(Cn2c(CNS(=O)(=O)c3ccc(Cl)s3)nc3cccnc32)c1	6%
88	CC(=O)c1c(C)oc2ccc(NS(=O)(=O)c3ccc(C(C)C)cc3)cc12	1%
89	Cc1ccc(-n2c(SCC(=O)Nc3cccc(F)c3)nc3c(oc4ccccc43)c2=O)cc1C	-3%
90	N#Cc1ccc(COn2nnc3ccccc32)cc1	-6%

(list continues)
item	Molecule	aSyn tox rescue
91	CCCC(=O)N1c2ccccc2-c2nnc(SC)nc2OC1c1sccc1C (stereo not given)	-1%
92	Cn1c(=O)c2c(nc(CN3CCN(C(=O)c4ccco4)CC3)n2CC(=O)C(C)(C)C)n(C)c1=O	0%
93	CCn1cc(C2N3CC4(C)CN2CC(C)(C3)C4=O)c2ccccc21 (stereo not given)	-1%
94	COc1ccc(/C=C/C(=O)NC(CCSC)C(=O)O)cc1 (stereo not given)	9%
95	Cc1cccc(NC(=O)C(=O)NCC(c2ccc3c(c2)OCO3)N2CCOCC2)c1C (stereo not given)	-3%
96	COP(=O)(OC)c1nc(-c2ccc(C)cc2)oc1N1CCCCC1	-8%
97	O=C(c1cc2c(s1)CCCC2)N1CCN(S(=O)(=O)c2ccccc2)CC1	-4%
98	Cc1ccc(NC(=O)CCS(=O)(=O)c2cccc3nonc23)c(Br)c1	-6%
99	CCOC(=O)c1cnc2c(Cl)cc(Cl)cc2c1Nc1ccccc1OC	0%
100	O=C1C(Cl)=C(Nc2cccc(O)c2)C(=O)N1Cc1ccccc1	-6%
101	CCCS(=O)(=O)c1ncc(Cl)c(C(=O)Nc2c(C(=O)c3ccccc3)oc3ccccc23)n1	-3%
102	N#Cc1ccccc1S(=O)(=O)N1CCCC(c2nc3c(nnn3Cc3cccc(Cl)c3)c(=O)[nH]2)C1 (stereo not given)	-2%
103	COCCCNC(=O)C1CCCN(c2nn3cc(-c4ccc(C)cc4)nc3s2)C1 (stereo not given)	2%
104	O=C(NCCn1ccc2ccccc21)c1cccc([N+](=O)[O-])c1	6%
105	COc1ccc(OC)c(NC(=O)Cn2cc(C(=O)c3cccs3)c3ccccc32)c1	3%
106	CSc1ccc(C(=O)NC2CCSc3ccccc32)cc1 (stereo not given)	-7%
107	Cn1c(=O)c(=O)n(C)c2cc(C(=O)NCc3ccccc3Cl)ccc21	-2%
108	CCc1ccccc1N(CC(=O)NCc1ccc(OC)cc1)C(=O)CCC(=O)Nc1ccccn1	-2%
109	Cc1cc(NC(=O)c2cc(C3CC3)on2)no1	4%
110	Cc1cccc(OCc2nnc(SCC(=O)N(C)C3CCCCC3)o2)c1	17%
111	CCN(CC(=O)Nc1c(F)cccc1F)C(=O)CCNS(=O)(=O)c1ccc(C)c(C)c1	0%
112	Clc1ccc(-c2nnn3c2nc(NC2CCCCC2)c2ccccc23)cc1	2%
113	COC(=O)c1ccccc1NC(=O)Cn1c(=O)n(CCCC(=O)NCc2ccccc2Cl)c(=O)c2ccccc21	4%
114	Cc1ccc(C)c(N2CCN(C(=O)Cn3nc(C)c4sc5ccccc5c4c3=O)CC2)c1	11%
115	Nc1c(S(=O)(=O)c2ccccc2)c2nc3ccccc3nc2n1C1CC1	0%

Ordered by SMILES length (low to high): part of the list above
item	Molecule	aSyn tox rescue
97	O=C(c1cc2c(s1)CCCC2)N1CCN(S(=O)(=O)c2ccccc2)CC1	-4%
108	CCc1ccccc1N(CC(=O)NCc1ccc(OC)cc1)C(=O)CCC(=O)Nc1ccccn1	-2%
92	Cn1c(=O)c2c(nc(CN3CCN(C(=O)c4ccco4)CC3)n2CC(=O)C(C)(C)C)n(C)c1=O	0%

Compound activity: PubChem BioAssay, National Center for Advancing Translational Sciences (NCATS)

Not all compounds are listed, so the mix of outcomes need not match the whole.
